CHRM5 agonist – agonists of human muscarinic M5 receptor (CHRM5); activation, % at 3 µM; CHO-K1 hM5 cells, Fluo-8 calcium fluorescence; 0% DMSO wells, 100% maximal acetylcholine response; 360,000 tested, 0.19% active; P08912;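 active = activation above the run's mean over test compounds plus 3 SD, cut at about 23% in these data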;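 also: signal is peak over basal fluorescence ratio across the kinetic read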
Target sequence (P08912 whole entry, looked up): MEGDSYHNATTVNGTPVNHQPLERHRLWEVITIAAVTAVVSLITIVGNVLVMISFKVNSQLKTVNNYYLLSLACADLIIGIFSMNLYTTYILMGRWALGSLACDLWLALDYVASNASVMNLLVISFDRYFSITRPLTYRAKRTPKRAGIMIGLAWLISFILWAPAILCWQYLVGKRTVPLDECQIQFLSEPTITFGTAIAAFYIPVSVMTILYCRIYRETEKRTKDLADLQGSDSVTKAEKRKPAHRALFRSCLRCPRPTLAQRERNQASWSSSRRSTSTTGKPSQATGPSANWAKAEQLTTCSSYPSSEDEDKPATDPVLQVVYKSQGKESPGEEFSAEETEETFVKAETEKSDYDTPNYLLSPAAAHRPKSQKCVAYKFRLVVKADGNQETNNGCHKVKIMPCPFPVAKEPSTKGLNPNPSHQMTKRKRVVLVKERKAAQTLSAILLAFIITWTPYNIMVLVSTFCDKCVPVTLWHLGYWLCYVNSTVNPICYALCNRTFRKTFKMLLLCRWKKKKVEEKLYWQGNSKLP
TAAR1 ag – human TAAR1 agonism. CHO RD-HGA16 TAAR1, Fluo-8 calcium fluorescence; vehicle wells 0%, saturating PEA agonist 100%. activation, % at 3 µM. 360,000 tested, 0.99% active. AID 624467;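 active = activation above the mean activation of all test compounds in the run plus 3 SD, cut at about 38% in these data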
Target sequence (Q96RJ0 whole entry, looked up): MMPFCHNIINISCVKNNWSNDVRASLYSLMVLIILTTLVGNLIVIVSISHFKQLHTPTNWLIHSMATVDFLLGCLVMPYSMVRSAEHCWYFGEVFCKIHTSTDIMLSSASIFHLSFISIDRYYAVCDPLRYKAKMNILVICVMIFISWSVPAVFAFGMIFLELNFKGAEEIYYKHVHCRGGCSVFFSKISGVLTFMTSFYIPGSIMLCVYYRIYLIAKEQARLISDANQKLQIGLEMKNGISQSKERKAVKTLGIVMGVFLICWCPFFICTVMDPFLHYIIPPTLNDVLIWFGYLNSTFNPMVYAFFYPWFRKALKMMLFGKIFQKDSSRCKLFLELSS
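Test system: RD-HGA16 (CHO) cells co-expressing Gα16 and hTAAR1 | Doses: Single dose, 3 µM | Schedule: 17-24 h seeding, 75 min 37 °C dye, 30 min RT | Evaluation: % activation from peak over basal fluorescence ratio, DMSO-to-PEA scaled | Technique: Kinetic Fluo-8 calcium fluorescence | Benchmarks: Low control DMSO, high control PEA (EC100)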
CHRM1 PAM – positive allosteric modulators of human M1 muscarinic receptor; 360,000 tested, 0.088% active; activation, % at 3 µM; CHO-K1 hM1, Fluo-8 calcium fluorescence, ACh EC20; 0% = ACh EC20, 100% = maximal ACh; in the data active = activation above about 19%, passing the limit was not always enough
M1 ag – activates human CHRM1 receptor; AID 588814; 360,000 tested, 0.33% active; CHO-K1 hM1, Fluo-8 calcium fluorescence, agonist mode; 0% DMSO, 100% acetylcholine EC100; activation, % at 3 µM; P11229;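 active = activation above the run's mean compound activation plus 3 SD, cut at about 16% in these data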;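 also: peak over basal fluorescence ratio within a 140 s kinetic read after compound addition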
M1 antag – human CHRM1 antagonism; P11229; CHO-K1 hM1, Fluo-8 calcium fluorescence, ACh EC80 antagonist; inhibition, % at 3 µM; 360,000 tested, 1.3% active; AID 588852;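 active = percent inhibition above its own plate's cutoff, namely the mean of that plate's compound wells plus 3 SD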;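 also: peak over basal fluorescence ratio during 140 s after agonist addition; 0% = ACh EC80 plus DMSO and 100% = DMSO alone without agonist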
CHRM4 antagonist – CHRM4 antagonism in calcium assay | P08173 | CHO-hM4 cells, ACh EC80, Fluo-8 calcium fluorescence | inhibition, % at 3 µM | 360,000 tested, 0.73% active;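 active = inhibition above its plate's cutoff, the mean inhibition of sample wells plus 3 SD, cut at about 27% in these data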;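 also: 0% = acetylcholine EC80 with DMSO and 100% = DMSO without agonist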
M5 PAM – potentiates acetylcholine response at human M5 receptor; 360,000 tested, 0.3% active; AID 624038; CHO-K1 hM5, Fluo-8 calcium, ACh EC20 PAM; 0% = ACh EC20, 100% = ACh EC100; activation, % at 3 µM; P08912;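 active = activation above the run cutoff, the mean activation of all test compounds plus 3 SD, cut at about 18% in these data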
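system = human M5 receptor in CHO-K1 cells | compound = one concentration, 3 µM final (nominal) | schedule = Post-acetylcholine fluorescence recording 140 s | signal = Fluo-8 calcium dye fluorescence, kinetic read | benchmarks = low control EC20 acetylcholine (0%), high control EC100 acetylcholine (100%) | repeats = singlicate, one well per test compound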
CHRM4 agonist – CHRM4 agonism in calcium assay; P08173; CHO-K1 hM4/Gqi5, Fluo-8 calcium fluorescence; vehicle 0%, full acetylcholine response 100%; activation, % at 3 µM; 360,000 tested, 0.14% active;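 active = activation above the run mean over all test wells plus 3 SD, cut at about 32% in these data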;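 also: peak over basal fluorescence ratio per well then scaled between controls; 0% = DMSO wells and 100% = acetylcholine at EC100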
CHRM5 antagonist – blocks acetylcholine activation of human M5 receptor | inhibition, % at 3 µM | P08912 | 360,000 tested, 0.59% active | AID 624040 | CHO-hM5 cells, Fluo-8 calcium fluorescence, ACh EC80;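 active = inhibition above a per-plate cutoff, the mean of that plate's test compounds plus 3 SD, cut at about 27% in these data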;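 also: 0% = acetylcholine EC80 with DMSO and 100% = DMSO without agonist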
* hit, by the source's call; nt = no result given. A portion of the library (hit frequency here may not be typical).

Start of the data: the first two entries (preview)
SMILES	CHRM5 agonist	TAAR1 ag	CHRM1 PAM	M1 ag	M1 antag	CHRM4 antagonist	M5 PAM	CHRM4 agonist	CHRM5 antagonist
CC(=O)N1CCc2cc(S(=O)(=O)C(C)CC(=O)NCc3ccc(C)o3)ccc21 (stereo unspecified)	-6.4	0.2	0.6	-3.6	1.8	-13.4	5.7	1.6	0.9
CCCCn1c(CCC(=O)O)ccc1-c1cccs1	0.2	0.2	6.8	-3.4	-4.9	-4.9	-1.1	1.8	-0.5

This part in full, repeating the preview:
SMILES	CHRM5 agonist	TAAR1 ag	CHRM1 PAM	M1 ag	M1 antag	CHRM4 antagonist	M5 PAM	CHRM4 agonist	CHRM5 antagonist
CC(=O)N1CCc2cc(S(=O)(=O)C(C)CC(=O)NCc3ccc(C)o3)ccc21 (stereo unspecified)	-6.4	0.2	0.6	-3.6	1.8	-13.4	5.7	1.6	0.9
CCCCn1c(CCC(=O)O)ccc1-c1cccs1	0.2	0.2	6.8	-3.4	-4.9	-4.9	-1.1	1.8	-0.5
Cn1c(N)c(C(=O)CSc2nnc(C3CC3)n2N)c(=O)n(C)c1=O	1.0	5.3	4.3	-0.9	-9.8	-6.0	1.6	1.8	-1.9
CCc1c(C2(O)CCCCC2)[nH]c2cnccc12	-4.1	9.6	14.3	-3.1	-21.6	0.2	2.0	2.2	9.7
CCc1c(C)nc2cc(-c3ccc(OC)c(OC)c3)nn2c1N1CCCC1	-5.2	8.7	0.7	-11.1	-5.5	6.8	-4.6	-1.3	4.7
CC(NC(=O)c1ccc(CS(C)(=O)=O)cc1)C1CC2CCC1C2 (stereo unspecified)	-0.1	1.1	3.0	-4.0	-5.6	-2.5	-0.6	1.2	-0.9
CCOc1cc2nc3c4ccccc4n(C)c3nc2cc1OCC	-1.7	1.2	-10.1	-9.2	-0.2	-16.4	-2.7	4.0	-9.1
CCOC(=O)c1ccc(S(=O)(=O)N2CCN(CC(O)COc3cccc(C(C)=O)c3)CC2)cc1 (stereo unspecified)	-3.5	1.6	10.9	-7.1	-19.1	-22.9	0.8	9.7	-0.8
Cc1c(Nc2cc(N3CCCC(C)C3)c3nonc3c2[N+](=O)[O-])c(=O)n(-c2ccccc2)n1C (stereo unspecified)	-0.5	5.9	8.4	-0.4	-3.1	0.3	-0.9	0.8	-3.7
CCn1c(Cc2ccccc2)nnc1SCC(=O)N1CCCC1=O	-2.6	1.2	7.4	-5.3	-5.0	-0.9	1.4	0.7	8.3
O=C/C=C/c1c(-c2ccccc2)cc2oc3ccccc3cc1-2	-0.9	11.9	15.7	-2.3	-14.6	-5.8	-2.6	3.1	10.1
Cc1ccc(C(=O)N/N=C\c2ccc([N+](=O)[O-])o2)cn1	2.1	-0.9	12.6	2.1	-12.5	2.5	13.1	-0.1	-8.0
CCCCn1c(N)c(N(CC(C)C)C(=O)c2cccc(S(=O)(=O)N(C)c3ccc(C)cc3)c2)c(=O)[nH]c1=O	2.2	5.8	2.0	-1.8	-3.1	-5.9	-9.2	10.7	4.3
CCc1ccccc1NC(=O)CCCSc1nc2ccccc2s1	-4.7	-1.1	-7.1	-7.0	4.9	6.8	2.4	1.1	-3.7
Cc1nc(NCC2CCCO2)nc2c1C(=O)CC(C)(C)C2 (stereo unspecified)	1.6	12.2	5.0	-1.5	6.6	11.9	0.6	0.3	-2.3
Cc1cc(C)nc(SCc2ccc(C(=O)N/N=C/c3ccncc3)cc2)n1	4.3	6.7	12.8	6.5	-12.9	2.6	0.2	2.4	9.3
COc1ccc(Cc2nc3ccc(C(=O)NCC4COCCO4)cc3o2)cc1 (stereo unspecified)	-3.4	3.2	16.6	2.6	-6.3	-2.4	1.4	1.2	8.6
COc1ccc(-c2cc(C(=O)Nc3ccc4c(c3)OCO4)no2)cc1OC	-2.0	2.1	20.3	0.9	-17.2	-7.5	10.8	0.6	-2.9
Cc1ccc(OCc2cc(C(=O)N3CCCC(O)C3)no2)cn1 (stereo unspecified)	-2.0	1.2	7.5	-0.3	-5.1	3.6	1.2	0.6	-0.2
CCCn1c(SCC(=O)c2[nH]c(C)c(C(C)=O)c2C)n[nH]c1=O	3.6	1.1	1.9	-3.2	-1.5	10.2	-3.8	1.1	11.5
CCN(CC)c1ncnc2c1cnn2Cc1ccc(Cl)cc1	1.5	13.1	-6.5	-2.7	13.1	1.2	-11.4	16.0	17.7
COC(=O)c1ccccc1N/C=C/C(=O)c1ccc(Br)cc1	-3.5	3.4	-3.5	-8.9	-7.7	1.3	-2.1	-1.2	-3.2
CCOc1cc(/C=C2/C(=N)N3C(=NC2=O)SN=C3S(C)(=O)=O)ccc1OS(=O)(=O)c1ccccc1	-6.2	nt	2.1	-4.2	-3.7	10.4	-5.5	0.7	8.5
COCCOC(=O)C1=C(C)NC(=O)NC1c1cn(-c2ccccc2)nc1-c1cccs1 (stereo unspecified)	-0.3	0.8	5.2	-4.4	0.3	-3.2	-0.2	4.4	-7.2
Cc1ccc(Cn2c(CCC(=O)O)nc3ncccc3c2=O)cc1	-1.3	2.6	6.5	-0.1	-3.3	-4.3	7.6	0.2	4.4
OCC1(CC2CCCCO2)CCN(Cc2nc3ccccc3[nH]2)CC1 (stereo unspecified)	1.9	5.5	15.1	-5.1	-10.1	-2.3	7.7	2.4	-6.0
O=C(NCCCN1CCOCC1)C1CC(=O)N(c2ccccc2)C1 (stereo unspecified)	-1.6	-2.9	6.9	-6.9	-13.5	7.7	-1.3	0.5	5.8
CC1=CC(=O)C2=C(C)CC[C@@H]3[C@H](OC(=O)[C@H]3C)[C@@H]12	4.2	-0.9	1.5	-4.2	-1.1	7.7	-2.5	0.0	5.9
CC(C)(C)c1ccc(C(=O)N2CCC(C(=O)NCc3ccncc3)CC2)cc1	-5.8	nt	-4.4	-2.5	10.0	0.3	-0.1	0.6	-4.3
CCCCOC(=O)c1cc(=O)[nH]c2ccccc12	-1.1	11.3	7.6	-4.3	-10.4	3.4	-1.5	-1.1	3.0
OC(c1ccccc1)c1ccccc1CN1CCCNC1=S (stereo unspecified)	-2.4	3.0	3.6	-5.7	-5.2	-1.6	-9.0	0.9	9.5
Cc1cccnc1Nc1nc(-c2ccccc2)cs1	-4.9	-1.3	-14.8	-5.3	15.5	-5.8	-4.7	-2.2	-1.0
O=C(NCC1CCCO1)c1ccc(COc2ccccc2)o1 (stereo unspecified)	3.6	5.1	9.3	-1.3	-7.8	-4.5	3.5	0.8	-4.2
CCOP(=O)(OCC)C(NC(=O)Nc1ccc(Cl)cc1)c1ccccc1 (stereo unspecified)	-1.7	6.0	4.3	-4.5	4.0	4.7	-0.9	1.8	3.8
Cc1ccccc1NC(=S)N(CCc1c(C)[nH]c2ccc(F)cc12)Cc1ccncc1	-2.5	6.4	3.3	-12.8	0.0	2.3	-1.8	2.1	-2.0
COc1cc(CCC(=O)OCC(=O)Nc2ccccc2C#N)cc(OC)c1OC	5.7	3.2	9.4	3.3	4.1	-2.7	0.8	6.5	-4.9
CCn1c2ccccc2c2cc(NC(=O)CSc3nnc(-c4cccc(OC)c4)n3N)ccc21	-3.6	13.8	11.1	-6.3	-4.1	18.7	0.5	4.0	1.9
NC(=O)C1CCN(CC(=O)NC2CCCc3ccccc32)CC1 (stereo unspecified)	-2.7	1.2	-2.5	-5.6	0.4	-4.0	-5.6	1.1	-8.3
O=C(NNC(=O)c1cc2ccccc2cc1O)Nc1ccc(F)cc1F	2.4	7.1	7.6	5.2	2.8	1.5	-4.8	10.2	12.7
O=C1CCN(CC2CCCCC2)C=C1C(=O)c1ccccc1	2.4	-0.7	-12.6	-0.2	21.9	10.4	-1.7	-1.0	1.7

Ordered by the number under CHRM4 agonist (smallest number first): three from the list above.
mol	CHRM4 agonist
COc1ccc(-c2cc(C(=O)Nc3ccc4c(c3)OCO4)no2)cc1OC	0.6
Cc1c(Nc2cc(N3CCCC(C)C3)c3nonc3c2[N+](=O)[O-])c(=O)n(-c2ccccc2)n1C (stereo unspecified)	0.8
CCc1ccccc1NC(=O)CCCSc1nc2ccccc2s1	1.1

Other compounds follow:
SMILES	CHRM5 agonist	TAAR1 ag	CHRM1 PAM	M1 ag	M1 antag	CHRM4 antagonist	M5 PAM	CHRM4 agonist	CHRM5 antagonist
COc1ccccc1CC(NC(C)=O)C(=O)N1CCN(C(=O)c2cccs2)CC1 (stereo unspecified)	-0.7	6.5	-1.4	0.7	-32.6	-9.8	-0.8	1.3	8.9
O=C1c2cccnc2C(=O)N1Cc1cccs1	2.4	0.9	12.7	-0.6	-17.3	-7.4	-0.3	0.9	4.7
CN(C)c1cc(NC(=O)CNC(C)(C)C)c2ccccc2n1	3.9	4.0	0.9	-5.9	-0.3	3.1	6.4	1.5	-2.6
O=C(Nc1ccccc1)Nc1csc2ccccc12	10.1	10.2	-5.9	5.1	16.5	11.4	-28.6	15.9	29.3*
Cc1cc(C)n2nc(C(=O)N/N=C/c3cn(C)nc3C)nc2n1	-2.9	0.4	0.2	-1.5	-2.8	9.6	-5.8	0.8	16.1
N#CC(Cc1cc2ccccc2n1S(=O)(=O)c1ccccc1)OCc1ccccc1 (stereo unspecified)	1.4	1.9	-5.0	-1.3	7.2	-11.8	-8.4	1.8	0.2
CCOC(=O)/C(=N\Nc1ccccc1Cl)N1CC(C)OC(C)C1 (stereo unspecified)	0.4	9.4	5.9	-4.6	-33.2	-4.8	6.9	-2.3	-5.7
Cc1ccc(C(=O)Oc2coc(CSc3nnc(NC(=O)c4cccs4)s3)cc2=O)cc1	-2.4	-3.2	2.3	-7.7	-11.2	-2.5	-1.6	0.0	2.6
CCOc1ccc(NC(=O)c2cccnc2SC)cc1	-4.7	1.5	8.3	-9.3	-5.8	-7.0	-1.2	0.6	13.2
Cc1ccc(S(=O)(=O)N2CCC(=O)N(C(COCc3ccc(C(F)(F)F)cc3)C(C)C)CC2)cc1 (stereo unspecified)	0.3	nt	-7.0	-1.1	14.6	-12.9	-20.4	10.4	12.4
COc1ccc(S(=O)(=O)N(C)c2ccc(C(=O)NCC3CCCO3)cc2)cc1OC (stereo unspecified)	-2.4	0.5	8.5	4.3	-6.1	-10.9	-4.5	2.4	6.3
CSC1=NCCN1C(=O)C(C)Oc1ccccc1 (stereo unspecified)	2.9	2.3	-1.1	-1.8	3.0	3.5	-10.4	2.7	0.7
Cc1csc(NC(=O)c2cccnc2)n1	1.9	1.1	4.1	2.7	2.9	-8.8	-1.5	0.9	16.1
CC1Cc2cc(/C(O)=C3/C(=O)C(=O)N(CC4CCCO4)C3c3ccco3)ccc2O1 (stereo unspecified)	0.9	5.3	17.1	0.0	-61.4	-0.1	-3.9	-0.2	1.0
O=C(CSc1nncn1-c1cccnc1)Nc1ccccc1[N+](=O)[O-]	-2.4	3.1	12.7	1.4	-4.4	-5.6	8.5	1.9	5.0
O=C(O)c1sccc1S(=O)(=O)N1CCCCC1	-0.1	0.9	10.8	-1.0	-12.9	-10.3	0.0	0.5	0.1
CCOC(=O)c1cc(-c2ccccc2C)n(Cc2cc(C)no2)n1	9.7	11.1	6.8	-3.7	3.2	4.0	7.1	-1.7	-1.7
c1ccc(CCNc2nc(-c3cccnc3)cs2)cc1	0.3	19.2	2.4	-7.8	-1.3	-1.5	3.7	0.4	-6.0
O=C(O)CC1=C(O)C(=O)N(c2ccccc2)C1c1ccccc1 (stereo unspecified)	-1.2	4.4	7.9	-3.5	-8.2	-6.7	-0.3	0.6	-4.5
